Assay outcomes (PubChem BioAssay)
Rab9 promoter act = activators of Rab9 promoter | Huh7 Rab9 promoter-luciferase reporter, luminescence, 24 h | Potency, µM (doses to about 9.22 µM), without a hit: top-dose activation, negative = inhibition, actives largely listed as activators | 320,000 tested, 2.8% active | AID 485297; also: potency is read from the fitted curve at half-maximal effect; % of control where 0% means no effect; nearly all actives have a fitted effect of over 60% in size
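Stable Rab9-luc Huh7, 1500 cells/well, 2 h settle; cmpd in DMSO, 24 h, 37 °C/5% CO2; luciferase reagent 10 min RT; luminescence.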
FLuc modulator = inhibits or activates purified firefly luciferase, miR-21 counter-screen | purified FLuc, Km substrates, luminescence inhibition | Potency, µM (titrated, usually from 57.5 µM), inactives show at the top dose activity change, negative = inhibition, actives largely listed as inhibitors | AID 588342 | 360,000 tested, 6.9% active;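 also: potency is read from the fitted curve at half-maximal effect; plate controls were vehicle for no effect and reference inhibitor for full effect; nearly all actives have a fitted effect of over 55% in size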
Target sequence (P08659 whole entry, looked up): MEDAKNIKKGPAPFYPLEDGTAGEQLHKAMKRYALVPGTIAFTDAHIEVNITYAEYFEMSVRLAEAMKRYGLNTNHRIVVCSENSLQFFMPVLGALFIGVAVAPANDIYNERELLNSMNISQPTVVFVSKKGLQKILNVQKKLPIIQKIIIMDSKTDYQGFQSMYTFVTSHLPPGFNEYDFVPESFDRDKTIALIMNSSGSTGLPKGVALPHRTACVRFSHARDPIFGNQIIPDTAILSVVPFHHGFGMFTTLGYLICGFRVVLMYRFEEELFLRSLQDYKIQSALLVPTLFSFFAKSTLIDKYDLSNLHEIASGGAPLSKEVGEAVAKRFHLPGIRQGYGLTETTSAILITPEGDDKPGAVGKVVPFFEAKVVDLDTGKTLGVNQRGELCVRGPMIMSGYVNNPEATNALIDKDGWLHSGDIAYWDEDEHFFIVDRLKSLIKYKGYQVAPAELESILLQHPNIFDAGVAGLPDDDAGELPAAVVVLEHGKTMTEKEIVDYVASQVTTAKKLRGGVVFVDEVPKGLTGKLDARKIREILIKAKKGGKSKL
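Biochemical qHTS of compounds, final roughly 60 µM downward over six points, against 10 nM purified firefly luciferase using Km concentrations of substrates (10 uM D-luciferin, 10 uM ATP) in Tris acetate pH 7.5 buffer; luminescence output.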
Menin-MLL TR inh = inhibitors of human menin-MLL interaction, mutant MLL peptide. Menin + Texas Red MLL mutant peptide, fluorescence polarization. Potency, µM (titrated, usually from 61.6 µM), without a hit: at the highest dose FP activity change, negative = inhibition, most hits filed as inhibitors. O00255. 270,000 tested, 0.23% active; active = well fitted inhibition curve with a large enough effect in the polarisation, with a control signal flat, not every such curve was filed as active; inconclusive = small, poorly fitted or top-dose-only effect, or effect the other way, or a change in a side signal; inactive = no such curve, though single readings can be large or run the other way; the % refers to the polarisation; also: potency is read from the fitted curve at half-maximal effect; % of control where 0% means no effect; many of its hits are not listed in these tables
PKM2 act = activators of human pyruvate kinase M2 | Potency, µM (series often up to 57.5 µM), inactives show at the top dose activation, hits mostly activators | AID 1631 | purified PKM2, Kinase-Glo ATP luminescence, activation; response scale: 0% is enzyme alone, no compound | 260,000 tested, 0.34% active; also: potency is read from the fitted curve at half-maximal effect; % is scaled to controls: 0 for no effect and ±100 for the full control effect; nearly all actives have a fitted effect of over 55% in size
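Purified hPK-M2 (>95% pure) converted ADP (0.1 mM final) to ATP with 0.5 mM PEP in 50 mM imidazole pH7.2, KCl, MgCl2, Tween 20, BSA; 1 h at room temperature. ATP detected by Kinase-Glo luminescence.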
RORgamma inh = inhibitors of mouse ROR gamma transcriptional activity; 310,000 tested, 5.4% active; Drosophila S2 Gal4-RORgamma UAS-luciferase reporter, 20 h; P51450; Potency, µM (top dose mostly 53.6 µM), for the others: top-dose activity change, negative = inhibition, hits mostly inhibitors; AID 2551; also: potency is read from the fitted curve at half-maximal effect; % is scaled to controls: 0 for no effect and ±100 for the full control effect; nearly all actives have a fitted effect of over 60% in size
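A Gal4/UAS one-hybrid system in insect cells: metallothionein-promoter Gal4–ROR gamma fusion plus Photinus luciferase reporter. Copper sulfate 700 uM final, 20 hr ambient incubation, luminescent detection after 10 min with reagent.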
NPC1 prom act = activators of NPC1 promoter. AID 485313. Potency, µM (titrated, usually from 9.22 µM), for inactives: top-dose activation, most hits filed as activators. Huh7 NPC1 promoter luciferase reporter, 24 h. 320,000 tested, 2.4% active;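 also: potency is read from the fitted curve at half-maximal effect; % of control where 0% means no effect; nearly all actives have a fitted effect of over 60% in size; reporter is driven by a mutant NPC1 promoter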
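NPC1 promoter–luciferase Huh7 cells; 24 h compound; luminescence.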
MBNL1 CUG block = MBNL1-poly(CUG) RNA binding inhibition; Q9NR56; Potency, µM (series often up to 57.5 µM), for inactives: at the top dose activity change, negative = inhibition, hits mostly inhibitors; TR-FRET MBNL1-His/biotin-(CUG)12 binding, 665/545 ratio; AID 2675; 280,000 tested, 0.036% active; active = well fitted inhibition curve with a large enough effect in the signal ratio, with a control signal flat, not every such curve was filed as active; inconclusive = small, poorly fitted or top-dose-only effect, or effect the other way, or a change in a side signal; inactive = no such curve, though single readings can be large or run the other way; the % refers to the signal ratio; also: potency is read from the fitted curve at half-maximal effect; % is scaled to controls: 0 for no effect and ±100 for the full control effect
Target sequence (Q9NR56 whole entry, looked up): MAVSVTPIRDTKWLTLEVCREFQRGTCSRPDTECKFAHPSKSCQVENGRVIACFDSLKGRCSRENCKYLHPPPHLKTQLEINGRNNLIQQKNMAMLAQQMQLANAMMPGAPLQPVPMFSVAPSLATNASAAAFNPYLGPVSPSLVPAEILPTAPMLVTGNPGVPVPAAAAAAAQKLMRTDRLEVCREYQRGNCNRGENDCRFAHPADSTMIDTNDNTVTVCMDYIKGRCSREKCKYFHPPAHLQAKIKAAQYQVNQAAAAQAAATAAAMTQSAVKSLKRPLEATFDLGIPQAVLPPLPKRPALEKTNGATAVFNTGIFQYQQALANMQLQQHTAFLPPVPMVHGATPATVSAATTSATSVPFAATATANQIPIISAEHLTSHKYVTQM
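His-tagged MBNL1 binding to biotinylated (CUG)12 RNA was measured by TR-FRET using terbium anti-His antibody (0.055 ng/ul final) and streptavidin-XL665 (5 nM final). Compounds were titrated 92 nM to 58 uM; 60 min at room temperature.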
KCNH2 3.1 block = inhibitors of human KCNH2 3.1 potassium channel isoform; U2OS KCNH2 3.1, thallium flux FluxOr; hits give low values; activity change, % (tested at about 1.8 µM); 340,000 tested, 0.95% active;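 active = maximum activity change below -70%; inconclusive = maximum activity change from -70% to -50%; inactive = maximum activity change above -50%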;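 also: thallium influx rate constant from kinetic fluorescence after stimulation buffer; % is scaled to controls: 0 for no effect and ±100 for the full control effect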
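Thallium flux read-out: FluxOr dye with Red40 quencher in HBSS/HEPES, 45 min at RT. Rate constants from kinetic reads were normalized to positive and negative DMSO controls. Cells: U2OS virally expressing the 3.1 isoform.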
VP16 counter = inhibits Gal4-VP16 luciferase reporter, ROR gamma counter-screen; Potency, µM (titrated, usually from 53.6 µM), inactives show at the top dose activity, negative = inhibition, actives largely listed as inhibitors; 310,000 tested, 3.5% active; AID 2546; Drosophila S2 Gal4-VP16 UAS-luciferase, luminescence, 20 h;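 also: Gal4-VP16 expression switched on by copper sulfate through the metallothionein promoter; potency is read from the fitted curve at half-maximal effect; % is scaled to controls: 0 for no effect and ±100 for the full control effect; nearly all actives have a fitted effect of over 50% in size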
ELG1 DNA repair = blocks ELG1-dependent DNA repair in HEK293T cells. Potency, µM (top dose mostly 46.1 µM), for the others: at the top dose activity change, negative = inhibition, hits mostly inhibitors. HEK293T ELG1-luciferase reporter, luminescence, 16 h; DNA damage induced by 5-fluorouridine. 330,000 tested, 2.3% active; also: potency is read from the fitted curve at half-maximal effect; % is scaled to controls: 0 for no effect and ±100 for the full control effect; nearly all actives have a fitted effect of over 55% in size
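Step one: seed 2,000 cells per well. Step two: pin-transfer compound or DMSO alongside 5-fluorouridine. Step three: incubate 16 hr, 37 °C, 5% CO2. Step four: add ONE-Glo, wait 30 min, read luminescence.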
Mito fusion yeast = mitochondrial division inhibition or fusion activation | 320,000 tested, 0.23% active | AID 485298 | S. cerevisiae fusion-defective mutant growth rescue, CellTiterGlo 48 h | Potency, µM (series often up to 46.1 µM), without a hit: top-dose growth rescue (activation), actives largely listed as activators;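 also: potency is read from the fitted curve at half-maximal effect; % of control where 0% means no effect; nearly all actives have a fitted effect of over 45% in size; temperature-sensitive fusion mutants such as fzo1-1 at 37 °C on non-fermentable ethanol glycerol medium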
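Temperature-sensitive fusion-defective S. cerevisiae (e.g. fzo1-1, mgm1-5) were grown with compound in YPEG medium (3% ethanol, 3% glycerol) for 48 hours at 37C. Growth rescue was measured as viability by CellTiterGlo luminescence after 10 minutes at ambient.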
Numbers without * were called inactive; ? = inconclusive; nt = no result given; [ ] = another dose, or the depositor's remark. Unless noted, calls follow the shape of the dose curve; as a rule, active = well fitted curve in the direction sought with a large enough effect; inconclusive = small, poorly fitted or top-dose-only effect, or another doubt; inactive = no such curve, though single readings can be large; an effect the other way counts as inactive or inconclusive. An excerpt, so the mix of outcomes need not match the whole.

SMILES	Rab9 promoter act	FLuc modulator	Menin-MLL TR inh	PKM2 act	RORgamma inh	NPC1 prom act	MBNL1 CUG block	KCNH2 3.1 block	VP16 counter	ELG1 DNA repair	Mito fusion yeast
CCC1c2ccc(C)n2CCN1C(=O)Nc1cc(Cl)ccc1OC (centres undefined)	-1%	2%	11%	0%	-44%	0%	13%	2	-5%	-1%	-1%
CCc1cc(C(=O)Nc2cc(S(=O)(=O)N(CC)CC)ccc2N2CCN(C)CC2)sc1C	-2%	-1%	nt	nt	nt	-1%	nt	18	nt	?	2%
Cc1ccccc1CN1CCC(n2nccc2NC(=O)c2cccnc2)CC1	-3%	0%	-7%	-5%	-40%	1%	1%	4	1%	-2%	2%
CN(C)C(CNC(=O)CCc1c[nH]c2ccccc12)c1ccccc1 (centres undefined)	0%	0%	-24%	nt	3%	-2%	-7%	-8	-4%	9%	-9%
COc1ccc(CNC(=O)/C(C)=C\C(=O)O)cc1	-3%	-4%	-23%	-12%	5.6µM*	-1%	-7%	-2	10µM*	11%	15%
CCCCC(CC)C(=O)Nc1cc(C(=O)NCc2ccc(C)cc2)ccc1N1CCC2(CC1)CC(c1cccc(Br)c1)=NO2 (centres undefined)	0%	2%	nt	nt	nt	-3%	nt	-9	nt	-2%	-5%
O=C(CS(=O)(=O)c1c[nH]c2ccccc12)NC1CCCCC1	0%	4%	25%	3%	-18%	-1%	?	0	-1%	16%	-3%
Cc1cccc(NC(=O)CNC(=O)c2ccc(-n3cncn3)c([N+](=O)[O-])c2)c1C	7%	4%	nt	nt	nt	-1%	nt	9	nt	13%	4%
Cc1nnc(NC(=O)CSc2cn(CCNC(=O)c3ccccc3)c3ccccc23)s1	6%	-15%	-1%	2%	-42%	6%	-7%	8	-7%	?	-8%
CC(=O)NC1=NN(C(C)=O)C(C)(c2cccs2)S1 (centres undefined)	-20%	3%	-1%	-6%	-3%	-17%	-29%	-12	-12%	-10%	-4%
COc1ccc(N(CC(=O)Nc2cccc(N(C)S(C)(=O)=O)c2)S(=O)(=O)c2ccc(F)cc2)cc1	-5%	-2%	nt	-1%	14%	1%	-5%	-5	-2%	13µM*	5%
CN(C)CCOCCOc1ccc(Cl)c2ccccc12	-6%	-3%	?	1%	-14%	-2%	18%	-22	7%[10 µM]	-8%	-2%
CCc1ccc(N=CC23c4ccccc4C(c4ccccc42)C2C(=O)N(c4ccc(OC)cc4)C(=O)C23)cc1 (centres undefined)	-1%	2%	nt	7%	-11%	-1%	-10%	-18	6%	5%	13%
COc1ccc(OC)c(S(=O)(=O)Nc2ccccc2C(=O)O)c1	-9%	1%	37%[activator]	-1%	?	-1%	-9%	3	-3%	6%	-3%
O=C(NCc1ccccc1)c1ccc(CS(=O)(=O)Cc2ccccc2F)o1	2%	-10%	-15%	-3%	-2%	1%	3%	-3	-7%	?	-4%
Cc1ccc(N(Cc2ccco2)C(=O)c2ccc(N3CCCCC3)c([N+](=O)[O-])c2)cc1	0%	2%	-5%	-11%	?	-7%	7%	-37	3%	-13%	6%
O=C(CN1C(=O)NC2NC(=O)NC21)N/N=C/c1ccccc1F (centres undefined)	4%	-8%	2%	-4%	9%	-5%	nt	nt	20%	16%	2%
CC(C)(C)C(=O)NC1CCN(S(C)(=O)=O)CC1	1%	3%	-6%	2%	9%	-1%	-2%	4	-10%	-6%	-2%
Cc1ccccc1N1CCN(C2CCCN(C(=O)CCC(=O)N(C)C)C2)CC1 (centres undefined)	0%	-11%	-8%	1%	-8%	5%	-5%	3	-18%	0%	0%
CCC(=O)Nc1nn(CC(C)C)c2nc3ccc(C)cc3cc12	0%[1.84 µM]	2%	15%	nt	-4%	-2%	2%	13	-1%	-2%	14%
O=C1/C(=C\c2ccccc2)SC(=S)N1CCC(=O)N1CCCCC1CCO (centres undefined)	0%	17µM*	-14%	nt	7%	-8%	?	-9	1%	-3%	-5%
Cc1cc(C)c(NC(=O)Cn2nc(-c3ccccc3)nc2-c2ccccc2)c(C)c1	-2%	2%	2%	-3%	-8%	1%	-1%	2	?	?	0%
O=C(/C=C\c1ccccc1OC(=O)c1ccccc1F)c1cc2ccccc2o1	?	2.1µM*	34%[activator]	7%	?	?	24%	-14	0.32µM*	?	6%
FC(F)(F)c1cccc(Cn2cnc(NC(=S)NCCc3ccccc3)n2)c1	-3%	1%	-14%	19%	?	-6%	-10%	1	4%	?	-3%
CCOC(=O)C1CCCN(C(=O)c2ccc(Cl)c(S(=O)(=O)N3CCCCCC3)c2)C1 (centres undefined)	-12%	-6%	?	-10%	?	-12%	6%	-1	?	10µM*	18%
O=C(N/C(=C/c1cccc([N+](=O)[O-])c1)C(=O)N1CCCCC1)c1ccco1	2%	1%	-9%	1%	nt	-1%	?	-4	nt	?	2%
O=C1CN(C(=O)CNCc2ccc(Cl)cc2)c2ccccc2N1	2%	7%	nt	5%	0%	-3%	nt	-7	3%	-10%	-5%
Cc1nnn(C23C[C@@H]4C[C@@H](CC(C(=O)N5CCN(c6ccccc6)CC5)(C4)C2)C3)n1	-7%	1%	nt	-7%	-9%	0%	-8%	1	0%	23µM*	1%
O=C(NCCc1ccccc1Cl)C1CCC(=O)N(CC2CCCCC2)C1 (centres undefined)	6%	-1%	-5%	nt	13%	1%	-9%	-4	-18%	0%	-11%
O=C1Nc2ccc(S(=O)(=O)N3CCCC3)c3ccc(S(=O)(=O)N4CCCC4)c1c23	-1%	-1%	-7%	2%	-1%	3%	?	19	-2%	?	-1%
COc1ccccc1C/C(N)=N/OC(=O)COc1ccc2ccccc2c1	5%	?	12%	6%	4%	-2%	-1%	-13	-5%	-9%	2%
COC(=O)c1cccc(NC(=O)CCCOc2ccccc2)c1	-9%	-1%	24%	-1%	14%	0%	2%	-2	-12%	-2%	0%
CN(C(=O)CCCN1C(=O)c2ccccc2C1=O)C1CCCCC1	10%	-9%	nt	nt	nt	7%	nt	8	nt	?	3%
Cc1cc(OC(C)C(=O)NCc2ccccn2)c2c(C)c(C)c(=O)oc2c1 (centres undefined)	-4%	2%	nt	nt	-38%	-5%	3%	1	-6%	?	0%
COCCNC(=O)CS(=O)(=O)Cc1nc(-c2ccc(C)cc2)oc1C	-6%	0%	4%	-4%	15%	-2%	-12%	-13	-8%	-3%	0%
CSC1=NCCN1C(=O)COc1ccc2ccccc2c1	-6%	?	4%	4%	-4%	-1%	1%	-5	-1%	1%	-3%

Arranged by the number under PKM2 act (descending): some entries from above.
Structure	PKM2 act
FC(F)(F)c1cccc(Cn2cnc(NC(=S)NCCc3ccccc3)n2)c1	19%
COC(=O)c1cccc(NC(=O)CCCOc2ccccc2)c1	-1%
Cc1nnn(C23C[C@@H]4C[C@@H](CC(C(=O)N5CCN(c6ccccc6)CC5)(C4)C2)C3)n1	-7%

New compounds follow
SMILES	Rab9 promoter act	FLuc modulator	Menin-MLL TR inh	PKM2 act	RORgamma inh	NPC1 prom act	MBNL1 CUG block	KCNH2 3.1 block	VP16 counter	ELG1 DNA repair	Mito fusion yeast
O=C(NNC(=S)NC(=O)c1cccnc1)c1ccc(F)cc1	-2%	-7%	nt	-4%	16µM*	-2%	nt	-3	?	?	7%
COc1ccc(-c2[nH]n(-c3ccc([N+](=O)[O-])cc3)c(=O)c2C=NCC2CCCO2)cc1 (centres undefined)	1%	1%	?	-2%	21%	-5%	-10%	3	16%	10%	-3%
Cc1c(Cl)cccc1Nc1nc(N)nc(CN2CCc3ccccc3C2)n1	-3%	3%	3%	2%	39%	1%	0%	-22	-28%	-24%	1%
COc1ccc(-c2nc(CS(=O)(=O)CC(=O)NC3CCCCC3C)c(C)o2)cc1 (centres undefined)	-2%	5%	-3%	nt	16%	0%	-5%	8	-4%	-3%	-7%
O=c1c2ccccc2ncn1-c1ccccc1F	1%	1%	4%	7%	1%	0%	2%	-13	5%	14%	4%
COc1ccc(C(=O)Nc2c(F)c(F)c(F)c(F)c2F)c(OC)c1	11%	-1%	17%	2%	22%	4%	-10%	-3	5%	6%	-1%
